TWEAK Fn14 block: blocks TWEAK-Fn14 interaction in a reporter cell assay. TWEAK-stimulated Fn14 reporter cells, luciferase luminescence, 8 h. inhibition, % at 10 µM. hit rate 2% among 360,000; in the data active means inhibition above about 50%
HIF-2a block: HIF-2a inhibition; inhibition, % at 18.8 µM; hit rate 0.72% among 360,000; 786-0 RCC cells HIF-2a reporter, luciferase luminescence, overnight; AID 624352;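 active means inhibition of the luminescence signal of 40% or more relative to plate controls, in a single-dose primary screen at 18.75 µM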
iPSC survival up: increases survival of single human iPS cells; survival enhancement, % at 20 µM; hit rate 0.044% among 360,000; hiPSC single-cell survival, ATPlite luminescence; 100% = ROCK inhibitor wells, 0% = DMSO; AID 602274; in the data active means survival enhancement above about 18%;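 further: cells exposed to compounds for 16 hours before the ATP read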
aDG glyco act: increases alpha dystroglycan glycosylation | Pro5-aDG cells, alpha-DG glycosylation AlphaScreen (IIH6); 0% Pro5, 100% B10-LARGE cell signal | activation, % at 10 µM | hit rate 0.22% among 360,000 | AID 624168;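 active means activation of at least 8% versus controls, or a plate z-score of at least 8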;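 further: Pro5 are CHO cells carrying HIG-tagged alpha-DG that lacks glycosylation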
CF NFkB block: inhibitors of cystic fibrosis induced NF-kB. KKLEB NF-kB-GFP reporter, PAF-induced, GFP fluorescence overnight. AID 588850. inhibition, % at 5 µM. hit rate 0.86% among 360,000;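 active means at least 50% inhibition at 5 µM, scaled per plate between neutral and stimulator controls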;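 further: PAF is a Pseudomonas aeruginosa culture filtrate used as stimulus; plate controls were PAF-stimulated DMSO wells for no effect and unstimulated DMSO wells for full effect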
KKLEB cytotox: CF airway cell cytotoxicity counter-screen. hit rate 0.36% among 360,000. activity change (cytotoxicity), % at 5 µM. AID 602141. KKLEB CF airway cells viability, ATPlite luminescence, overnight; hits give low values; cells stimulated with P. aeruginosa culture filtrate;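 active means corrected activity change at or below -50% at 5 µM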
NR2E3 ag-1: agonists of human nuclear receptor NR2E3; GST-NR2E3/biotin-RetCOR TR-FRET, 1536-well; hit rate 0.12% among 320,000; inhibition of corepressor binding, % at 4.78 µM; AID 2300; Q9Y5X4;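 active means percent inhibition above the cutoff of mean plus 3 SD of all tested compounds, set per screening campaign, cut at about 20% in these data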;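 further: 0% = DMSO wells and 100% = biotin wells as full block of FRET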
Target sequence (Q9Y5X4 whole entry, looked up): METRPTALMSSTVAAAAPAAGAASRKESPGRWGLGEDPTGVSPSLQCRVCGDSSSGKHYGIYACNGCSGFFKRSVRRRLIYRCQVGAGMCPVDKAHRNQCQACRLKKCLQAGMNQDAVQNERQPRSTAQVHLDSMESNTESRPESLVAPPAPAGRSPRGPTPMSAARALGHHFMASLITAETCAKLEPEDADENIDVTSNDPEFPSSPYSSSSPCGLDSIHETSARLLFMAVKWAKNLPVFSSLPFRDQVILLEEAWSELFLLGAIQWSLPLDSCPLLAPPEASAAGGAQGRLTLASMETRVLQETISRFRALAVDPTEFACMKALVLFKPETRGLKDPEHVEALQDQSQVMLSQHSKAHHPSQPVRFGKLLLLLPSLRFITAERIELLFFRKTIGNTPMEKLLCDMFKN
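System: GST-NR2E3 and biotin-RetCOR proteins; probe or stimulus: 7 nM biotin-RetCOR; doses: compound at 4.8 µM, single dose; schedule: Compound–protein incubation for 5 h at 4 °C; detection: time-resolved FRET; read-out: percent inhibition; controls: biotin wells as high control, 0.6% DMSO wells as low control; format: 1536-well plates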
NR2E3 ag-2: agonists of human NR2E3 nuclear receptor; inhibition of corepressor binding, % at 3.98 µM; Q9Y5X4; hit rate 0.35% among 360,000; CHO-S Gal4-NCOR/VP16-NR2E3 two-hybrid, luciferase; AID 602229;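 active means inhibition above the mean of all tested compounds plus 3 SD, cut at about 70% in these data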;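 further: 0% = DMSO with NR2E3 transfected cells and 100% = cells lacking NR2E3 construct; higher means lower luciferase signal from less NR2E3 corepressor binding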
Peg3 promoter: reduces Peg3 promoter-driven luciferase expression in HeLa | HeLa PEG-Prom luciferase reporter, luminescence, overnight | inhibition, % at 20 µM | hit rate 1.7% among 360,000 | AID 588405;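 active means inhibition of at least 50% at 20 µM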
Shn3 3UTR inh: reduces Shn3 3'UTR luciferase signal in osteoblasts | AID 588674 | hit rate 0.52% among 360,000 | inhibition, % at 12.5 µM | Clone20 osteoblast Shn3 3'UTR firefly luciferase, 24 h;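 active means mean inhibition of at least 75% with every replicate also reaching 75%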;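 further: 0% = median of neutral control wells and 100% = pilot-screen positive control compound; some compounds past the cut are filed as inactive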
TRPM1 prom inh: MITF TRPM1 promoter inhibition in SK-MEL-5 cells | SK-MEL-5 TRPM1 promoter luciferase, 24 h | inhibition, % at 12.5 µM | hit rate 0.83% among 330,000;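 active means mean inhibition across replicates of 60% or more, whatever share of single replicates reaches that level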; further: values of inactives mirror those of a sister screen read the other way
An asterisk follows results filed as active; . = no result given.

Sample of the layout:
SMILES | TWEAK Fn14 block | HIF-2a block | iPSC survival up | aDG glyco act | CF NFkB block | KKLEB cytotox | NR2E3 ag-1 | NR2E3 ag-2 | Peg3 promoter | Shn3 3UTR inh | TRPM1 prom inh
Cc1c(C(=O)N2CCCCC2C)sc2ncnc(N3CCc4ccccc4C3)c12 (stereo not drawn) | 9.6 | 10.1 | -0.7 | 0.2 | -8.5 | 10.6 | 2.0 | -8.6 | 15.8 | -13.2 | 4.0
C=C(C)Cn1c(=S)[nH]c2ccccc2c1=O | -3.7 | 14.7 | 1.0 | 0.0 | -0.8 | 4.3 | -1.0 | -13.4 | 10.7 | 17.6 | -6.2

The listing, previewed entries included:
SMILES | TWEAK Fn14 block | HIF-2a block | iPSC survival up | aDG glyco act | CF NFkB block | KKLEB cytotox | NR2E3 ag-1 | NR2E3 ag-2 | Peg3 promoter | Shn3 3UTR inh | TRPM1 prom inh
Cc1c(C(=O)N2CCCCC2C)sc2ncnc(N3CCc4ccccc4C3)c12 (stereo not drawn) | 9.6 | 10.1 | -0.7 | 0.2 | -8.5 | 10.6 | 2.0 | -8.6 | 15.8 | -13.2 | 4.0
C=C(C)Cn1c(=S)[nH]c2ccccc2c1=O | -3.7 | 14.7 | 1.0 | 0.0 | -0.8 | 4.3 | -1.0 | -13.4 | 10.7 | 17.6 | -6.2
CC(C)Cn1c(N)c(C(=O)COC(=O)c2cccnc2Cl)c(=O)n(C)c1=O | -4.2 | 19.5 | -1.2 | 0.6 | -22.0 | 7.5 | 0.5 | -12.7 | 11.0 | 12.1 | 6.2
CC(=O)c1ccc(OCCCC(=O)Nc2ccc(C)c(S(=O)(=O)N(C)C)c2)cc1 | 7.7 | 1.6 | 1.6 | -0.4 | -7.6 | 0.6 | -3.9 | -3.9 | 1.7 | 18.6 | 6.0
CSc1cccc(NC(=S)N(CCC(C)C)C(C)c2ccncc2)c1 (stereo not drawn) | -9.6 | -3.2 | -0.1 | 0.1 | 4.6 | -5.0 | 1.7 | 8.9 | 10.7 | 14.3 | 8.3
O=C(CNS(=O)(=O)c1ccccc1)N/N=C/c1ccccc1[N+](=O)[O-] | -14.0 | -8.3 | -0.2 | -0.2 | -3.6 | -10.2 | -4.5 | -2.5 | 6.8 | 4.7 | 8.9
O=C(COC(=O)c1cc(=O)[nH]c(=O)[nH]1)Nc1cccc(Cl)c1 | -4.6 | 0.0 | -0.5 | -0.1 | 19.9 | -17.7 | . | -1.0 | 20.6 | 5.4 | 3.9
Cc1ccc(CC2(c3ccccc3)NC(=O)NC2=O)cc1 (stereo not drawn) | 16.1 | 13.3 | -3.1 | -0.1 | -7.7 | 4.2 | . | 27.8 | 8.4 | 0.6 | 5.3
Cc1cc(/C=N\NC(=O)COc2cccc3cccnc23)c(C)n1-c1ccc(Br)cc1 | 4.8 | -47.6 | 3.4 | -0.1 | -8.0 | -14.6 | -0.1 | -5.0 | -15.9 | 9.7 | 8.1
CCCCn1c(N)c(N(CCOC)C(=O)c2ccc(-c3ccc([N+](=O)[O-])cc3)o2)c(=O)[nH]c1=O | 0.3 | -16.3 | -0.3 | 0.0 | 2.8 | 2.8 | 2.7 | -10.7 | -10.1 | -0.8 | -13.1
Cc1c2c(nc3ccccc13)CCC(C(C)(C)C)C2 (stereo not drawn) | -30.4 | -177.2 | -0.3 | -0.1 | -4.6 | -6.6 | 1.0 | -21.4 | -127.6 | -17.6 | -36.2
Cn1nc(C(C)(C)C)cc1C(=O)NNC(=O)c1ccc(C(F)(F)F)cc1 | -18.3 | 18.9 | -0.4 | 0.1 | 7.2 | -8.2 | -0.1 | 13.3 | 11.3 | 14.5 | 13.2
COc1cccc(/C=C/C(=O)OCC(=O)NCCCc2ccccc2)c1OC | -21.4 | 2.1 | -0.4 | 0.0 | 9.6 | 7.7 | . | 11.1 | -0.8 | -0.2 | -1.4
N#Cc1c(N)n(-c2ccccc2)c(=O)c2cc([N+](=O)[O-])ccc12 | -2.7 | 19.0 | 1.1 | -0.5 | -9.2 | -2.2 | 3.8 | -8.6 | 22.7 | 13.3 | -5.6
CCN1CCN(S(=O)(=O)c2ccc(-c3cc(C)no3)s2)CC1 | -11.0 | -0.3 | 2.5 | 0.2 | 5.6 | -0.8 | -1.9 | 24.1 | -11.2 | -10.5 | -17.5
CCN1/C(=C/C=C/C=C/C=C/c2sc3ccccc3[n+]2CC)Sc2ccccc21 | -0.6 | 13.0 | -0.7 | 3.1 | 4.6 | -6.3 | 3.8 | -12.6 | 43.2 | 77.8 | 94.8*
Cc1ccc(Oc2nnc(-c3cccs3)c3ccccc23)cc1C | 11.4 | -14.0 | -0.3 | 0.1 | -8.6 | -21.2 | -0.8 | -8.0 | 29.7 | 21.2 | -6.1
CC(C)(C)OC(=O)C[C@H]1C/C=C\C[C@H](CC(=O)N(CCO)Cc2ccccc2)C(=O)N[C@@H](Cc2ccccc2)COC1=O | 10.0 | -13.3 | 1.6 | -0.2 | -22.4 | -10.5 | . | 9.4 | 19.7 | 10.2 | -0.3
O=C(CS(=O)(=O)c1ccccc1)Nc1nc2ccccc2s1 | 7.4 | -106.9 | -0.8 | -0.1 | -12.4 | -7.2 | -1.6 | -10.7 | -61.3 | -4.2 | -4.9
O=C(CNC(=O)OCc1ccccc1)NC1(C(=O)O)CCCC1 | -6.2 | 3.9 | -1.2 | -0.1 | 0.4 | 5.2 | . | -27.5 | 15.6 | -10.4 | -5.9
O=C(CCC(=O)OCc1ccc([N+](=O)[O-])cc1Cl)Nc1ccccc1 | 21.2 | 6.8 | 0.5 | -0.2 | -5.4 | 0.0 | -1.8 | 2.3 | 2.9 | -2.1 | 9.6
O=C(Nc1cccc(C(F)(F)F)c1)c1cc(Br)cc2c1OCC2 | 2.4 | 15.0 | 1.3 | 0.1 | 12.5 | -4.0 | -1.1 | -25.8 | 21.3 | 9.6 | 9.2
CCOc1ccc(N2C(=O)CN=C2Nc2ccccc2F)cc1 | 0.9 | 20.4 | 4.3 | 0.2 | -2.1 | -7.4 | 2.9 | -6.4 | 12.5 | -2.7 | 1.5
CC(=O)c1ccc(S(=O)(=O)N2CCNCC2)cc1 | -13.0 | 14.2 | 0.4 | 0.0 | 19.4 | 2.9 | 0.8 | 13.3 | -1.7 | 5.2 | 4.9
CCC(=O)c1ccc(OCC(=O)OCC(=O)Nc2ccc(C)c(S(=O)(=O)N3CCCCC3)c2)cc1 | -15.5 | 17.6 | 1.4 | 0.0 | 0.4 | -24.5 | 0.3 | -26.2 | 2.2 | 3.3 | -1.2
CCN(CC)CCN(C(=O)c1ccc(S(=O)(=O)N2CCOCC2)cc1)c1nc2cc3c(cc2s1)OCCO3 | -1.9 | -55.0 | 1.5 | 0.3 | 3.0 | -2.4 | -4.6 | -3.3 | -44.4 | -16.0 | 9.2
Cc1ccccc1-n1c(C)cc(/C=N/NC(=O)c2ccc(CN3CCOCC3)cc2)c1C | 3.1 | -11.1 | -2.7 | -0.1 | 8.3 | -2.7 | -2.8 | 21.1 | -1.3 | 8.4 | 11.5
CCOc1ccc(OCc2ccc(C(=O)N3N=C(C(F)F)CC3(O)C(F)F)o2)cc1 (stereo not drawn) | -5.0 | -34.3 | -1.6 | -0.1 | 13.4 | -7.7 | 4.4 | -5.3 | -53.5 | -5.9 | 5.4
COc1cc(C(=O)NCc2ccc(S(N)(=O)=O)cc2)ccc1OCC(=O)N1CCOCC1 | 2.6 | 3.6 | -0.5 | -0.2 | -21.4 | 21.5 | 0.1 | -2.9 | 1.8 | -8.6 | -1.8
COc1ccc(NC(=S)NCCN2CCC(C)CC2)cc1 | 1.2 | 2.8 | 0.0 | -0.3 | 5.3 | -0.1 | -6.0 | 14.7 | 6.9 | -12.7 | 2.1
CCOC(=O)C1CCCN(C(=S)NC(=O)/C=C/c2ccc(F)cc2)C1 (stereo not drawn) | 12.3 | -8.4 | -0.3 | 0.1 | 9.6 | 4.4 | -0.7 | -5.0 | 6.2 | -5.0 | -0.2
C#CCOCCOCCOCCNc1nc(N2CCN(C(=O)CCCCCCCCCCNC(=O)[C@H](CCC(=O)O)n3cc(CCCCCN)nn3)CC2)nc(N2CCN(C(=O)CCCCCCCCCCNC(=O)[C@@H]([C@H](C)O)n3cc(C)nn3)CC2)n1 | -22.8 | 6.0 | 2.5 | -0.2 | -3.0 | 28.5 | 3.5 | -38.0 | -14.5 | 13.7 | 8.4
O=C(COc1ccccc1F)NNC(=O)Cc1ccc(S(=O)(=O)N2CCOCC2)s1 | 7.2 | 10.5 | -0.5 | -0.4 | 16.8 | -7.1 | 0.1 | -9.6 | -29.3 | 2.3 | -1.3
O=C(c1cc(-c2ccncc2)nc2ccccc12)N1CCN(Cc2ccccc2)CC1 | 8.7 | 5.0 | -2.9 | -0.1 | -10.8 | 11.7 | . | 5.5 | 5.0 | 17.3 | -9.9
COc1ccc(/C=N/n2cnc3c([nH]c4ccccc43)c2=O)cc1CO | 4.5 | -1.1 | 0.2 | 0.0 | -2.8 | 6.9 | -1.6 | -12.5 | -6.3 | . | -6.7
CCOc1cccc2sc(N(CCN(C)C)C(=O)c3ccc4ccccc4c3)nc12 | -5.9 | -10.8 | -0.5 | 0.1 | 3.3 | -8.3 | 1.2 | 7.1 | -14.1 | -12.5 | -0.5
Cc1cc(C)cc(Oc2nc(-c3ccccc3)cc(C)c2S(C)(=O)=O)c1 | -33.6 | 23.4 | -1.6 | 0.2 | 6.4 | -4.0 | 2.0 | -13.9 | 15.3 | 4.2 | -4.9
CN1CCC(=O)N([C@H](CO)c2ccccc2)CC1 | 1.5 | -53.0 | 10.9 | 0.0 | -11.1 | 7.5 | 1.9 | -50.6 | -11.8 | -23.3 | -4.3
COc1ccc(C2CCCCCN2C(=O)C2CCN(S(=O)(=O)c3cccc(C(C)=O)c3)CC2)cc1 (stereo not drawn) | -2.0 | 12.8 | 0.2 | -0.1 | 29.3 | -6.3 | . | 4.6 | 22.8 | 11.1 | -4.8
COc1cc2nc(C3CCC3)n(NC(=O)C(OC(C)=O)c3ccccc3)c(=O)c2cc1OC (stereo not drawn) | 8.4 | 10.7 | 4.6 | -0.2 | -2.2 | 9.0 | 3.8 | -1.2 | 6.8 | -8.8 | 2.4
CC1(C)Cc2c(cnn2-c2cccc(F)c2)C(NC(=O)c2cc[n+]([O-])cc2)C1 (stereo not drawn) | -9.9 | 14.8 | -0.2 | -0.6 | -2.5 | -0.5 | 0.7 | -5.4 | 1.8 | -11.2 | 1.2
COc1ccc(Cn2c(C(F)(F)F)ccc(C(N)=O)c2=O)cc1 | 4.6 | 19.5 | -0.2 | 0.0 | 21.5 | -4.8 | 3.5 | -17.4 | 14.2 | -0.7 | 4.5
Cc1ccc(C(=O)CSc2ccc(-c3ccccc3)nn2)cc1 | -37.1 | -80.1 | 0.6 | -0.1 | -9.4 | 26.1 | -2.2 | -16.7 | -61.6 | -18.9 | -9.1

Compound activity as filed in PubChem BioAssay.
